aSyn 5UTR inh: MLPCN primary screen, SNCA 5' untranslated region | alpha-synuclein 5'UTR reporter, inhibitor activity | AID 1813 | hit rate 0.82% among 300,000 | inhibition, % (tested at 7.5 µM); in the data active = inhibition above about 60%;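 also: H4 neuroglioblastoma cells stably carrying SNCA 5'UTR luciferase fusion; 0% = DMSO wells and 100% = positive control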
IEC-6 cytotox: counter-screen for KLF5 inhibitors: cytotoxicity in IEC-6 cells. inhibition, % at 5 µM. hit rate 0.78% among 290,000. IEC-6 cytotoxicity, luminescence viability. AID 1825; in the data active = inhibition above about 22%;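 also: 0% = plate median of test compound wells and 100% = cytotoxic reference compound wells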
HIF activator: HIF pathway transcriptional activation. U2OS HRE-luciferase reporter, luminescence; normalized: DMSO 0%, desferrioxamine 100%. activation, % at 7.5 µM (by protocol). hit rate 0.32% among 300,000;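 active = mean activation of at least 10% of the iron chelator positive control signal, with at least half of replicates also reaching 10%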
TRPC6 inhibitor: mouse TRPC6 channel inhibition; Q61143; HEK293-TRPC6, membrane potential dye, ACh-evoked depolarization; hits give low values; B-score at 10 µM; hit rate 1.1% among 310,000;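 active = B-score under library mean minus 3 SD, initial fluorescence not abnormally high, positive integrated signal ratio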;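 also: B-score derived from integrated fluorescence ratio over the kinetic read; more negative B-score means stronger inhibition of depolarization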
TRPC4 potent: TRPC4 (mouse) allosteric potentiation | Q9QUQ5 | hit rate 0.42% among 310,000 | HEK293 TRPC4beta/mu-opioid, DAMGO EC20, Fluo-4 Ca2+ flux; hits give high values | B-score at 10 µM;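 active = B-score of calcium response area above 5 SD of library B-scores, with initial fluorescence ratio within 5 SD of library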;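 also: B-score of integrated fluorescence ratio over time as area under calcium response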
Target sequence (Q9QUQ5 whole entry, looked up): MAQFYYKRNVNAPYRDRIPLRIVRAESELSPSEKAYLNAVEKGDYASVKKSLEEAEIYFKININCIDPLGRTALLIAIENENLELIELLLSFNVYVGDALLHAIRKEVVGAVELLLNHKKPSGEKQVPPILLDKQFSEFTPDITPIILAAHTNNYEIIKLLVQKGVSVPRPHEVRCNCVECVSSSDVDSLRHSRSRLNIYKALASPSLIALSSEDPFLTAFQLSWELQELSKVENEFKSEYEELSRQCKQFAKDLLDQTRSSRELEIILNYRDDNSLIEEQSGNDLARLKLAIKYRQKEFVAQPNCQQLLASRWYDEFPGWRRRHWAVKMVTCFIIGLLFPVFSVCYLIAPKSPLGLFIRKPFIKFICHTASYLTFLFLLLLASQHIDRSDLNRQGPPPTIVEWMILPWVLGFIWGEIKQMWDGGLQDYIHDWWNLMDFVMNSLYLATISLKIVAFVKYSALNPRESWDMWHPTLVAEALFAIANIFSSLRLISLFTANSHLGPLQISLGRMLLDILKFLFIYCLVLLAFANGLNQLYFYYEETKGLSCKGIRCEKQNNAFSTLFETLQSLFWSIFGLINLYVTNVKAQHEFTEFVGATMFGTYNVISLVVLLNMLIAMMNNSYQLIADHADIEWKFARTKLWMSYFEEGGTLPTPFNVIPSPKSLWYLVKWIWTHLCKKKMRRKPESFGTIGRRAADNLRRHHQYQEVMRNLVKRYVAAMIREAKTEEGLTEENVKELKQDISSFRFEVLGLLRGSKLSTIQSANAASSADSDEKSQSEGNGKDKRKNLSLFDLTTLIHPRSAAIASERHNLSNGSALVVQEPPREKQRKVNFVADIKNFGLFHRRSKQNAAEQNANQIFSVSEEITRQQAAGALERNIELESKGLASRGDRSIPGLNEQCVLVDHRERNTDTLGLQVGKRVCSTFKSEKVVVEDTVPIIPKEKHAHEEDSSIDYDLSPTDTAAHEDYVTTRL
TRPC4 act: activators of mouse TRPC4 channel | HEK293 TRPC4beta/mu-opioid, Fluo4 calcium fluorescence; hits give high values | hit rate 0.49% among 310,000 | B-score at 10 µM | AID 2237 | Q9QUQ5;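 active = B-score above 5 SD of library B-scores, and initial fluorescence ratio not above library mean plus 5 SD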;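 also: positive B-score marks a calcium rise read as TRPC4 activation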
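Test system: HEK293 cells stably co-expressing mouse TRPC4beta and mu-opioid receptor | Schedule: Fluo4 dye loading 45 min at room temperature, 110 s recording | Measured by: Kinetic Fluo4 calcium fluorescence, 5 s baseline at 1 Hz | Evaluation: B score of integrated ratio | Controls: Buffer (low) and maximal DAMGO (high)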
SKKanGAS inh: blocks kanamycin growth of S. pyogenes SKKanGAS strain; inhibition, % at 7.5 µM; hit rate 1.3% among 300,000; AID 1662; BacTiter-Glo, 6 h;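 active = mean replicate score, as percent of positive control median, at least 50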;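 also: strain carries kanamycin resistance gene driven by streptokinase promoter and grows in 40 µg/ml kanamycin; loss of luminescence reflects streptokinase promoter inhibition or plain growth inhibition; 0% = median of DMSO wells and 100% = positive control at its reference dose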
TRPC6 act: mouse TRPC6 channel activation | HEK293-TRPC6 membrane potential dye fluorescence; hits give high values | B-score at 10 µM | hit rate 0.13% among 310,000 | AID 2550;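 active = B-score of the integrated fluorescence ratio above library mean plus 3 SD, and starting fluorescence ratio within library mean plus 5 SD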;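 also: higher score means more depolarization so channel activation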
TRPC4 inh: inhibitors of mouse TRPC4 channel; Q9QUQ5; B-score at 10 µM; HEK293 TRPC4beta/mu-opioid, DAMGO-evoked Fluo4 calcium flux; hits give low values; hit rate 0.39% among 300,000;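 active = B-score over 3 SD under the library average, no early fluorescence shift, positive overall ratio signal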
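Test system – stable TRPC4beta/mu-opioid receptor HEK293 cells · Probe or stimulus – DAMGO, a submaximal dose followed by a maximal one · Dosing – one concentration per compound · Signal – Fluo4 calcium fluorescence by kinetic imaging, 5 s 1 Hz baseline · Evaluation – per-well B score of integrated baseline-normalized Fluo4 ratio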
KLF5 inh: kruppel-like factor 5 inhibition; DLD-1 KLF5 promoter-luciferase reporter, luminescence; inhibition, % at 5 µM; hit rate 0.23% among 290,000;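 active = inhibition above a per-plate limit of that plate's mean compound inhibition plus 3 SD, cut at about 60% in these data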;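 also: 0% = DMSO wells and 100% = LY294002 at 200 µM; higher means less KLF5 promoter-driven luciferase light; inactives centre near -14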
MrgX1 antag: human MrgX1 receptor antagonism, primary screen | MRGX1-HEK293 calcium flux, Fluo-4, BAM8-22 antagonism; hits give low values | Q96LB2 | hit rate 1.3% among 310,000 | B-score at 10 µM | AID 588676;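 active = calcium-response B-score plate-corrected more than 3 library SD below zero, starting fluorescence within 5 deviations, no agonist response on first addition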;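 also: peak minus trough fluorescence over baseline after final BAM8-22 challenge near maximal dose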
An asterisk follows results filed as active; i = inactive; · = no result given.

Molecule,TRPC6 inhibitor,IEC-6 cytotox,TRPC4 inh,aSyn 5UTR inh,SKKanGAS inh,TRPC4 potent,MrgX1 antag,HIF activator,KLF5 inh,TRPC4 act,TRPC6 act
O=C(COC(=O)c1ccc(O)cc1)Nc1ccccc1-c1ccccc1,i,-1,i,-8,-8,i,i,-0.5,-37,i,i
COc1ccc(S(=O)(=O)NC2CC(C)(C)NC(C)(C)C2)cc1C(C)C,i,1,i,7,-4,i,i,-0.4,-16,i,i
C[C@H](NC(=O)OC(C)(C)C)C(=O)N/N=C/c1ccc2nccnc2c1,i,-4,i,-35,-1,i,i,0.2,-34,i,i
O=C(O)c1ccc(CNc2ccccc2C(=O)O)cc1,i,2,i,13,5,i,i,-0.4,3,i,i
Cc1c(NC(=S)N/N=C/c2ccc(N(C)C)cc2)c(=O)n(-c2ccccc2)n1C,i,4,i,-48,-4,i,i,-0.4,-14,i,i
CC(=O)NN1C(=O)/C(=C\c2ccccc2)SC1=S,i,-1,i,-13,1,i,i,1.6,-14,i,i
CCc1ccc(C(=O)Nn2cnc3ccccc3c2=O)cc1,i,-3,i,-150,2,i,i,3.8,-130,i,i
O=C(Nc1ccc2oc(-c3ccccc3)nc2c1)c1cccs1,i,-1,i,-295,3,i,i,6.4,-119,i,i
CCOc1ccc(N(CC(=O)Nc2ccccc2C(=O)N2CCOCC2)S(=O)(=O)c2ccc(F)cc2)cc1,i,3,i,2,-7,i,i,0.4,-19,i,i
O=C(CC(c1ccco1)S(=O)(=O)c1ccccc1)c1ccccc1 (stereo unspecified),i,3,i,-14,-3,i,i,-20,-10,i,i
CN(C)CCNC(=O)Cc1ccc([N+](=O)[O-])cc1,i,-5,i,3,-3,i,-6.4*,-0.2,-35,i,i
CCOc1cc(/C=C2/C(=N)N3C(=NC2=O)SN=C3S(=O)(=O)C(C)C)ccc1OC(=O)c1ccco1,i,-3,i,-11,21,i,i,-1.1,-12,i,i
COc1ccc(-c2csc(NC(=O)c3ccccc3OC)c2C(=O)O)cc1OC,i,-2,i,-30,10,i,i,0.1,-14,i,i
Cc1cccc(C)c1NC1=NCCCCC1,i,3,i,11,1,i,i,-0.9,-15,i,i
Cc1ccc(-c2cc(C(F)F)nc(NCc3cccnc3)n2)cc1,i,-1,i,-16,5,i,i,0.2,16,i,i
Nc1nc(SCC(=O)NCc2ccccc2)n[nH]1,i,-6,i,-10,-4,i,i,-0.4,-3,i,i
N#Cc1ccccc1NC(=O)COc1c(Br)cc(Br)c2cccnc12,i,11,i,-28,-17,i,i,-0.2,-21,i,i
COc1cc(N)c(Cl)cc1C(=O)OCC(=O)NC1CCCC1,i,7,i,13,3,i,i,-0.5,-8,i,i
CCOC(=O)C1(CC2CCCCO2)CCN(C(=O)Nc2ccc(C)c(C)c2)CC1 (stereo unspecified),i,4,i,-17,-6,i,i,0.4,-56,i,i
CCC1=Nc2cc(C(=O)NCCCOC)ccc2Sc2ccccc21,i,88*,i,74*,6,i,i,0.9,48,i,i
CCCCCC(=O)NNC(=O)c1ccc(F)cc1,i,-6,i,4,3,i,i,-0.5,-17,i,i
COc1ccccc1CNC(=O)CCSCc1cccc(Cl)c1,i,-2,i,20,-8,i,i,-0.3,-29,i,i
CC(Sc1nc2cc([N+](=O)[O-])ccc2n1-c1ccc(F)cc1)C(=O)NCc1ccc2c(c1)OCO2 (stereo unspecified),i,4,i,12,11,i,i,-1.3,34,i,i
CCOC(=O)c1c(C(=O)OCC)c(C)n(CCc2ccc(OC)c(OC)c2)c1C,i,1,i,-1,0,i,i,-3.1,-12,i,i
O=C(Nc1ccccn1)c1ccc(S(=O)(=O)N2CCCC2)cc1,i,·,i,-54,0,i,i,1.5,·,i,i
CCOC(=O)c1ccc(N=C2SC(C(=O)NC)CC(=O)N2CCc2ccccc2)cc1 (stereo unspecified),i,-2,i,1,1,i,i,0.3,-9,i,i
CC(Sc1nc(-c2ccccc2)cc(C(F)(F)F)n1)C(=O)O (stereo unspecified),i,10,i,22,11,i,i,0.1,-11,i,i
O=C(/C=C/c1cccc([N+](=O)[O-])c1)Nc1ccccn1,i,-5,i,-61,-3,i,i,2.0,2,i,i
Cn1c(=O)c2c(nc(N3CCNCC3)n2Cc2cccc3ccccc23)n(C)c1=O,i,3,i,-9,3,i,i,2.1,-1,i,i
O=c1oc2ccccc2cc1-c1cn2ccccc2n1,i,8,i,98*,0,i,i,-2.4,-27,i,i
Cc1ccc(OCC(=O)N/N=C/c2ccccc2)c([N+](=O)[O-])c1,i,5,i,-23,7,i,·,0.4,-17,i,i
CC(C)(C)c1ccccc1NC(=O)C1=COCCO1,i,·,i,8,-4,i,i,-0.1,·,i,i
CCc1nonc1NC(=O)c1oc2ccc(Cl)cc2c1C,i,-6,i,-91,-7,i,i,1.6,-54,i,i
COc1ccc(/C=N/NC(=O)C(=O)N2CCCCCC2)cc1O,i,-1,i,-8,0,i,i,-0.6,4,i,i
CSCCC(=O)N1CCC(n2nccc2NC(=O)c2ccc3c(c2)OCO3)CC1,i,-2,i,-84,3,i,i,2.7,-127,i,i
O=C(C1CCN(Cc2cn[nH]c2-c2ccc(F)cc2F)CC1)N1CCOCC1,i,-1,i,5,0,i,i,0.0,5,i,i
COC(=O)[C@H](Cc1ccccc1)NC(=O)NCCc1ccccc1F,i,-1,i,-12,2,i,i,-0.3,-10,i,i
CC(=O)c1cc(C(=O)NC2CCCc3c2cnn3-c2cc(C)cc(C)c2)[nH]n1 (stereo unspecified),i,0,i,-36,5,i,i,1.8,-23,i,i
CCN(CC)CCN(C(=O)c1ccc2c(c1)OCCO2)c1nc2cc3c(cc2s1)OCO3,-5.8*,0,i,-50,2,i,i,2.9,-30,i,i
COc1cc(Nc2nc(SCC#N)nc3ccccc23)cc(OC)c1OC,i,5,i,-19,3,i,i,-0.6,-48,i,i
CC(=O)c1ccc(N2CCN(C(=O)C3CCN(S(=O)(=O)Cc4ccccc4)CC3)CC2)cc1,i,1,i,18,5,i,i,-0.2,-10,i,i
Cc1cnc(C(=O)OCC(=O)Nc2ccc(Oc3ccccc3)cc2)cn1,i,9,i,39,-5,i,i,-0.1,3,i,i
Cc1csc(SCC(=O)Nc2ccc(Cl)cn2)n1,i,-2,i,-8,0,i,i,-0.2,-18,i,i
COc1ccc(CNC(=O)CN2C(=O)NC(C)(c3ccc(C(C)(C)C)cc3)C2=O)cc1 (stereo unspecified),i,11,i,22,0,i,i,0.1,26,i,i
COc1ccc(Cc2c(O)nc(SC)n(C(C)=O)c2=O)cc1,i,0,i,-11,3,i,i,-0.7,-24,i,i
Cc1ccc(/C(N)=N/OC(=O)Cc2cccc3ccccc23)cc1,i,-4,i,13,-8,i,i,0.1,-25,i,i
CCOc1ccc2[nH]cc(C(=O)N3CCN(CC)CC3)c(=O)c2c1,i,-1,i,23,-9,i,i,0.5,-11,i,i
OCCN1CCN(CC(O)COc2ccc(C34CC5CC(CC(C5)C3)C4)cc2)CC1 (stereo unspecified),i,15,i,85*,19,i,i,-6.0,17,i,i
CC(C)Oc1ccc(CNC(=O)CCC(=O)N2CC(C)Sc3ccccc32)cc1 (stereo unspecified),i,-2,i,15,-4,i,i,0.1,4,i,i
CSc1n[nH]c(N)c1S(=O)(=O)c1ccc(Cl)cc1,i,1,i,12,-2,i,i,-2.0,-16,i,i

Reformatted with each value named: 4 of the compounds above
Cc1ccc(/C(N)=N/OC(=O)Cc2cccc3ccccc23)cc1
  TRPC6 inhibitor: i	IEC-6 cytotox: -4	TRPC4 inh: i	aSyn 5UTR inh: 13	SKKanGAS inh: -8	TRPC4 potent: i	MrgX1 antag: i	HIF activator: 0.1	KLF5 inh: -25	TRPC4 act: i	TRPC6 act: i

Cc1cnc(C(=O)OCC(=O)Nc2ccc(Oc3ccccc3)cc2)cn1
  TRPC6 inhibitor: i	IEC-6 cytotox: 9	TRPC4 inh: i	aSyn 5UTR inh: 39	SKKanGAS inh: -5	TRPC4 potent: i	MrgX1 antag: i	HIF activator: -0.1	KLF5 inh: 3	TRPC4 act: i	TRPC6 act: i

CSc1n[nH]c(N)c1S(=O)(=O)c1ccc(Cl)cc1
  TRPC6 inhibitor: i	IEC-6 cytotox: 1	TRPC4 inh: i	aSyn 5UTR inh: 12	SKKanGAS inh: -2	TRPC4 potent: i	MrgX1 antag: i	HIF activator: -2.0	KLF5 inh: -16	TRPC4 act: i	TRPC6 act: i

OCCN1CCN(CC(O)COc2ccc(C34CC5CC(CC(C5)C3)C4)cc2)CC1 (stereo unspecified)
  TRPC6 inhibitor: i	IEC-6 cytotox: 15	TRPC4 inh: i	aSyn 5UTR inh: 85*	SKKanGAS inh: 19	TRPC4 potent: i	MrgX1 antag: i	HIF activator: -6.0	KLF5 inh: 17	TRPC4 act: i	TRPC6 act: i

The results go on:
Molecule,TRPC6 inhibitor,IEC-6 cytotox,TRPC4 inh,aSyn 5UTR inh,SKKanGAS inh,TRPC4 potent,MrgX1 antag,HIF activator,KLF5 inh,TRPC4 act,TRPC6 act
CC(NC(=O)c1ccccc1)C(=O)OCC(=O)N1c2ccccc2Sc2ccccc21 (stereo unspecified),i,10,i,-6,-4,i,i,-0.7,-7,i,i
Cc1cc2nc(SCC(=O)N(C)C)c3c(c2cc1C)CCCC3,i,-4,i,-12,-17,i,i,0.0,5,i,i
OCCC1CN(CCCc2ccccc2)CCN1CCc1ccccc1 (stereo unspecified),i,-5,i,-5,0,i,i,0.4,-20,i,i
Cc1cccc(NC(=O)c2cc(S(=O)(=O)N3CCOCC3)cn2C)c1C,i,6,i,7,-4,i,i,0.0,-11,i,i
COC(=O)/C=C1\S/C(=N/NC(=O)c2ccc(OC)cc2)NC1=O,i,3,i,19,2,i,i,0.0,-13,i,i
O=C(Cc1cccs1)Nc1nnc(SCc2ccc(Br)cc2)s1,i,-1,i,-20,-8,i,i,0.3,-7,i,i
CCCCC(=O)NC(=S)Nc1cccc(NC(=O)c2ccccc2)c1,i,-1,i,24,11,i,i,0.2,-33,i,i
COC(=O)CNC(=O)C1CCC(CNS(=O)(=O)c2cccc3nsnc23)CC1 (stereo unspecified),i,-2,i,4,-9,i,i,0.5,-41,i,i
Cc1ccc(CNc2ncnc3cc(Cl)ccc23)o1,i,0,i,23,-4,i,i,-0.1,-29,i,i
COc1ccc(C2C(C#N)=C(C)NC(C)=C2C#N)c(OC)c1,i,7,i,3,3,i,i,0.7,-25,i,i
COc1cc(C2N(c3ccccn3)C(=O)C3CCCN32)cc(OC)c1OC (stereo unspecified),i,4,i,-19,0,i,i,1.5,-6,i,i
S=c1[nH]c2ccccc2c2ccccc12,i,2,i,2,-2,i,i,1.1,-22,i,i

Screening data deposited in PubChem by several laboratories.
